Source: PubChem
12-LOX inh – inhibitors of human 12S-lipoxygenase ALOX12 | P18054 | purified 12hLO, xylenol orange hydroperoxide absorbance | Potency, µM (series often up to 108 µM), without a hit: top-dose activity change, negative = inhibition, usual class: inhibitors | hit rate 1.1% among 580,000; also: potency is read from the fitted curve at half-maximal effect; % is scaled to controls: 0 for no effect and ±100 for the full control effect
Target sequence (P18054 whole entry, looked up): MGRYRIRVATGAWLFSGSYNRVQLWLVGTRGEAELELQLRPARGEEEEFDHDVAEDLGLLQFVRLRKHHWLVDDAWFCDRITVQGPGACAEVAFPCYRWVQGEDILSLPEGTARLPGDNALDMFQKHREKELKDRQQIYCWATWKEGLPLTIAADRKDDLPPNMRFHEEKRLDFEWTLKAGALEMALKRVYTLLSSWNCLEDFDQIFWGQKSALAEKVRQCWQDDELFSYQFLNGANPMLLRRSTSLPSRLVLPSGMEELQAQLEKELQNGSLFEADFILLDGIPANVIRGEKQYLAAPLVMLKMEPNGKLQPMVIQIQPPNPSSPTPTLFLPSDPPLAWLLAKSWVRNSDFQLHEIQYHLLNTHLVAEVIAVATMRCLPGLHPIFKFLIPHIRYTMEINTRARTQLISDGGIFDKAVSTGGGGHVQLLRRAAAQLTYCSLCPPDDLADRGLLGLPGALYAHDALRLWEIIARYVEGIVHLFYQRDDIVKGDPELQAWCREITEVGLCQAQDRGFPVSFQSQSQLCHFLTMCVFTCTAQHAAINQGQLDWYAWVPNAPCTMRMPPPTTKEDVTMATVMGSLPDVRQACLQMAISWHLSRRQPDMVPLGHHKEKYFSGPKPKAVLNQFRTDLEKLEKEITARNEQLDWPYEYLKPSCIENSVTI
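Purified human 12hLO (150 nM final) in 25 mM Hepes, 0.01% Triton X-100, pH 7.0 was preincubated 15 min at room temperature with compound. Then 40 uM arachidonic acid was added, 30 min. Hydroperoxide was read by Fe-XO absorbance ratio 573/405 nm.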
TRHR ag – activates the human TRH receptor | activation, % at 2 µM | P34981 | hit rate 0.18% among 360,000 | TRHR cells, calcium flux fluo-8, FDSS agonist mode; in the data active = activation above about 30%; also: 0% is about no effect
Target sequence (P34981 whole entry, looked up): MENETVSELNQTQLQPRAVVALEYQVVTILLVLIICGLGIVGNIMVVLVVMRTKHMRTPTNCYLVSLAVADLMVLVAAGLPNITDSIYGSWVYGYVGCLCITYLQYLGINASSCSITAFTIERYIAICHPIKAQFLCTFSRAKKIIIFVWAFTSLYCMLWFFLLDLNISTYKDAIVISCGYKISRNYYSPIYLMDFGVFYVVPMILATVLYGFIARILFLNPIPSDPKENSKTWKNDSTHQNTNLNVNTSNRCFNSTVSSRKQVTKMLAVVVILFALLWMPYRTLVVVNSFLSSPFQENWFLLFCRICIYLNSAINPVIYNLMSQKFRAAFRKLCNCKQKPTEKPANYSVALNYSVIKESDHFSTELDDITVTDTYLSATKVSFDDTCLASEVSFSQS
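In this calcium-flux screen, cells bearing human TRHR are dye-loaded with fluo-8, baselined for 10 cycles, then exposed to library compounds; positive kinetic calcium responses during the agonist phase mark hits, with TRH as control.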
Apoferritin bind – candidate novel general anesthetic via apoferritin binding; P02791; apoferritin/1-aminoanthracene competitive binding, fluorescence; Potency, µM (highest dose often 77.5 µM), for the others: top-dose activity change, negative = displacement, usual class: inhibitors; hit rate 0.074% among 350,000; AID 485281; also: potency is read from the fitted curve at half-maximal effect; % is scaled to controls: 0 for no effect and ±100 for the full control effect; nearly all actives have a fitted effect of over 20% in size
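10 uM apoferritin + 50% sat. 1-AMA, PBS; cpd 10 min RT; Ex380/Em535 endpoint; normalized to free probe vs complex; 4-param Hill fit; propofol titration as pos. ctrl.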
Pol beta inh – inhibitors of human DNA polymerase beta | Potency, µM (top dose mostly 114 µM), inactives show at the top dose activity change, negative = inhibition, most hits filed as inhibitors | Pol beta primer extension/strand displacement, fluorescence kinetic | P06746 | hit rate 1.3% among 340,000; also: potency is read from the fitted curve at half-maximal effect; % is scaled to controls: 0 for no effect and ±100 for the full control effect
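Values derive from four-parameter Hill fits of normalized kinetic data: reads at 0 and 10 min following addition of 50 nM substrate to 10 nM Pol beta preincubated 15 min with compound.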
APE1 inh – inhibitors of human APE1 endonuclease; P27695; recombinant APE1, TAMRA/BHQ-2 abasic DNA cleavage fluorescence; Potency, µM (series often up to 65.8 µM), for inactives: at the highest dose activity change, negative = inhibition, actives largely listed as inhibitors; hit rate 0.35% among 350,000;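 also: potency is read from the fitted curve at half-maximal effect; plate controls were vehicle for no effect and reference inhibitor for full effect; nearly all actives have a fitted effect of over 55% in size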
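APE1 at 0.75 nM preincubated 15 min at room temperature with compound. Reaction then started with 50 nM double-stranded THF-abasic substrate labelled with TAMRA/BHQ-2, and 525/598 nm fluorescence read kinetically. Activity taken as third-minus-first read difference, normalized to DMSO and NSC13755 controls.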
Pol iota inh – DNA polymerase iota (human) inhibition. AID 588590. Q9UNA4. Pol iota fluorescent replication assay, 10 min. hit rate 1% among 390,000. Potency, µM (series often up to 115 µM), inactives show at the highest dose activity, negative = inhibition, actives largely listed as inhibitors; also: potency is read from the fitted curve at half-maximal effect
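Pol iota at 10 nM preincubated 15 min with compounds at room temperature; reaction started with fluorescent substrate, 50 nM final. Fluorescence read kinetically at 0 and 10 min; buffer-only wells as negative control.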
ERG-DNA inh – blocks human ERG Ets domain binding to DNA. P11308. fluorescence polarization, His-ERG Ets domain / labelled DNA. Potency, µM (series often up to 76.9 µM), for inactives: at the highest dose FP activity, negative = inhibition, hits mostly inhibitors. hit rate 0.028% among 370,000. AID 624246; active = well fitted inhibition curve with a large enough effect in the polarisation, with a control signal flat; inconclusive = small, poorly fitted or top-dose-only effect, or effect the other way, or a change in a side signal; inactive = no such curve, though single readings can be large or run the other way; the % refers to the polarisation;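 also: polarization taken with two DNA probes labelled with fluorescein and Texas red; potency is read from the fitted curve at half-maximal effect; % of control where 0% means no effect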
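His-tagged ERG Ets domain (1 uM in the protein solution; 300mM KCl, 50mM Tris-HCl, 1mM EDTA, 1mM DTT, pH 7.5) received compound, then a probe mix of 5 nM fluorescein-DNA and 100nM Texas-615-DNA. Fluorescence polarization was read for both dyes.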
BLM helicase inh – Bloom syndrome helicase (human) inhibition. P54132. recombinant BLM DNA unwinding, fluorescence dequenching. Potency, µM (series often up to 56.1 µM), for inactives: at the highest dose activity change, negative = inhibition, usual class: inhibitors. hit rate 0.2% among 350,000. AID 2528;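 also: potency is read from the fitted curve at half-maximal effect; plate controls were vehicle for no effect and no enzyme for full effect; nearly all actives have a fitted effect of over 35% in size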
POLK inh – DNA polymerase kappa (human) inhibition. Q9UBT6. purified Pol kappa, fluorescent DNA synthesis assay, 10 min. Potency, µM (top dose mostly 107 µM), for the others: top-dose activity, negative = inhibition, hits mostly inhibitors. hit rate 0.53% among 400,000; also: potency is read from the fitted curve at half-maximal effect; % is scaled to controls: 0 for no effect and ±100 for the full control effect
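Activity was followed as the change in fluorescence between reads at 0 and 10 min after starting the reaction with 50 nM substrate. Beforehand, 10 nM polymerase had been preincubated with compound for 15 min at room temperature.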
Starred values were filed as active, the others as inactive; ? = inconclusive; . = not tested or not shown; & = joins results of further samples; [ ] = remark or other dose. Unless noted, calls follow the shape of the dose curve; as a rule, active = well fitted curve in the direction sought with a large enough effect; inconclusive = small, poorly fitted or top-dose-only effect, or another doubt; inactive = no such curve, though single readings can be large; an effect the other way counts as inactive or inconclusive. This is a subset (hit frequency here may not be typical).

Start of the data: the first 5 compounds, ahead of the listing:
Order of results – 12-LOX inh, TRHR ag, Apoferritin bind, Pol beta inh, APE1 inh, Pol iota inh, ERG-DNA inh, BLM helicase inh, POLK inh
(1) NC(=O)CC[C@@H]1NC(=O)[C@H](Cc2ccc(O)cc2)NC(=O)c2cc([N+](=O)[O-])cc(F)c2OCC[C@@H](C(N)=O)NC1=O
    -6%, -0.1, -12%, 0%, 0%, ?, -1%, -1%, -2%
(2) COCCNC(=S)N(c1ccccc1)C(C)C
    -6%, 0.2, -4%, 2%, 12%, 32%[activator], 6%, -4%, 1%
(3) COc1ccccc1OCC(=O)N1CCC(c2nc3ccccc3o2)CC1
    -6%, -0.4, 2%, -22%, ., 31%[activator], -5%, 0%, -6%
(4) CCOC(=O)C(C(=O)OCC)C(=O)c1cc(OC)c(OC)c(OC)c1
    3%, 0.0, -6%, 15%, 9%, -8%, 1%, -10%, 4%
(5) Cc1cc(N2CCN(c3ccccc3F)CC2)n2cnnc2n1
    -14%, -0.2, -2%, 11%, ., 14%, -4%, 0%, -9%

The listing, from the first entry:
Order of results – 12-LOX inh, TRHR ag, Apoferritin bind, Pol beta inh, APE1 inh, Pol iota inh, ERG-DNA inh, BLM helicase inh, POLK inh
(1) NC(=O)CC[C@@H]1NC(=O)[C@H](Cc2ccc(O)cc2)NC(=O)c2cc([N+](=O)[O-])cc(F)c2OCC[C@@H](C(N)=O)NC1=O
    -6%, -0.1, -12%, 0%, 0%, ?, -1%, -1%, -2%
(2) COCCNC(=S)N(c1ccccc1)C(C)C
    -6%, 0.2, -4%, 2%, 12%, 32%[activator], 6%, -4%, 1%
(3) COc1ccccc1OCC(=O)N1CCC(c2nc3ccccc3o2)CC1
    -6%, -0.4, 2%, -22%, ., 31%[activator], -5%, 0%, -6%
(4) CCOC(=O)C(C(=O)OCC)C(=O)c1cc(OC)c(OC)c(OC)c1
    3%, 0.0, -6%, 15%, 9%, -8%, 1%, -10%, 4%
(5) Cc1cc(N2CCN(c3ccccc3F)CC2)n2cnnc2n1
    -14%, -0.2, -2%, 11%, ., 14%, -4%, 0%, -9%
(6) CC(=O)c1cccc(NC(=O)c2nc3ccccc3n(C)c2=O)c1
    -24%, -0.8, 0%, -2%, ., 0%, 2%, 0%, -2%
(7) O=C(NNC(=O)c1ccc(O)cc1O)c1ccc(Cl)cc1
    ?, -0.1, 2%, 1%, -2%, 7%, 3%, -3%, -25%
(8) CCSc1nc2c(c(=O)[nH]c(=O)n2C)n1C/C=C(/C)Cl
    17%, -1.5, 6%, 8%, -7%, 8%, -3%, -2%, -17%
(9) COc1ccc(C2CC(C)(c3ccc(OC)cc3OC)Nc3ccccc3N2)c(OC)c1 (configuration not stated)
    -1%, -0.4, -9%, -13%, 3%, 12%, -2%, -6%, -9%
(10) CCOc1ccc(C(=O)COC(=O)CNC(=O)C2CCCCC2)cc1
    1%, 1.0, ., ., 38%, 27%&25%, 14%, ., -21%&-1%
(11) Cn1c(N)c(C(=O)COC(=O)Cc2cccc(C(F)(F)F)c2)c(=O)n(C)c1=O
    24%, ., ., ., 16%, 10%, 12%, ., 0%
(12) O=C(O)CSc1nc2ccccc2n1-c1ccccc1
    15%, -0.2, -3%, 1%, 3%, 28%, 1%, 3%, -1%
(13) CN(Cc1cc(=O)[nH]c2ccccc12)C(=O)c1ccccc1
    4%, -0.1, -15%, -8%, 1%, 11%, 5%, -1%, -12%
(14) COc1ccc(NC(=O)c2ccc(C)cc2)c[n+]1[O-]
    0%, 0.6, -4%, -5%, 10%, 99%[activator], 15%, -2%, 2%
(15) COc1cc(CNc2ccccc2SC)cc(OC)c1OC
    45µM*, 0.6, -19%, 2%, -3%, -7%, 1%, -4%, -13%
(16) COc1ccccc1[C@@H]1C(c2cccc(C)c2)=NN(c2ccccc2)[C@H]1C(=O)N1CCOC1=O
    -10%, -1.5, 718%&144%[activator], -25%, 2%&5%, -3%, -4%, -10%[75.6 µM], -15%[60.1 µM]
(17) O/N=C/c1ccccc1OCc1ccccc1F
    -16%, 0.0, ?, 9%, 1%, 9%, 0%, -6%, -3%
(18) Cc1ccc(C)c(OCc2nc3ccccc3n2C)c1
    -2%, -1.3, 6%, 1%, ., 3%, 0%, -2%, 0%
(19) Cc1cc(=O)oc2cc(NC(=O)CCOc3ccccc3)ccc12
    3%, 1.0, 0%, -29%, 51%[activator], ?, -12%, -6%, -4%
(20) O=C(CSC1=NCCS1)Nc1ccc(S(=O)(=O)NC2CCCCC2)cc1
    0%, 0.5, -17%, 14%, -6%, -3%, -3%, -2%, -9%
(21) C/C(=N/NC(=O)CNC(=O)COc1cccc(C)c1)c1ccc(Cl)cc1
    -21%, 0.1, -19%, 0%, 21%, ?, -5%, 2%, -20%
(22) CCOC(=O)c1cccc(NS(=O)(=O)c2ccc(NC(C)=O)cc2)c1
    -15%, -0.6, -21%, 1%, -10%, 2%, 7%, -8%, 1%
(23) CCOCCCNC(=O)Cn1ncc2c([nH]c3ccccc32)c1=O
    -23%, -0.1, 6%, -10%, ., 18%, 2%, 0%, 3%
(24) COc1ccc(NC(=O)/C(C#N)=C/c2cc(C)n(-c3ccc(N4CCOCC4)c([N+](=O)[O-])c3)c2C)cc1
    -21%, 1.6, -5%, -10%, 1%, 4%, 17%, -4%, -7%
(25) Cc1ccc(C(=O)N2CCN(S(=O)(=O)N3CCCCC3)CC2)cc1
    29%, -0.1, -4%, 52%, 6%, 14%, 5%, 2%, -8%
(26) Cc1nccc(-c2cccc(N/N=C(\C#N)C(=O)c3ccccc3)c2)n1
    224%[activator], 0.2, -14%, 5%, -11%, -21%, -8%, 0%, -22%
(27) CCn1cc(C(=O)N[C@H](C)c2ccccc2)c(=O)c2cc(F)c(N3CCN(C)CC3)cc21
    -8%, 2.4, ?, -9%, 0%, ?, 7%, 4%, 1%
(28) CSc1nncc(/C(C)=N\Nc2ccccc2C)n1
    ?, -0.8, 9%, 11%, 4%, 11%, -3%, -6%, -6%
(29) Cc1cccc(OC(=O)c2cccnc2)c1
    ., 0.3, -16%, 23%, 4%, 101%[activator], 4%, -8%, 2%
(30) COc1ccc(Oc2c(-c3ccc(O)cc3O)n[nH]c2C)cc1
    5%, -1.2, -14%, 2%, -9%, -8%, 9%, -4%, -13%
(31) O=C(NCC1COc2ccccc2O1)c1ccc(Cl)cc1 (configuration not stated)
    0%, -0.6, -16%, 4%, -3%, 4%, 5%, 0%, -2%
(32) CCN(C1CCCCC1)S(=O)(=O)c1ccc(-n2cnnn2)c(C)c1
    16%, -0.7, -17%, 11%, 14%, 73%[activator], 9%, -3%, -17%
(33) CN[C@H](CC(=O)O)C(=O)O
    ?, ., 1%, 3%[57.1 µM], 2%&4%&4%, ?, 2%, -1%, 1%[60.1 µM]
(34) COCCN(C(=O)C1CCCC1)c1c(N)n(Cc2ccccc2)c(=O)[nH]c1=O
    -12%, 0.1, -4%, 7%, -1%, 26%, 2%, 3%, -14%
(35) COc1ccc(C(=O)N2CCc3cc(OC)c(OC)cc3C2c2ccc(OC)c(OC)c2)cc1 (configuration not stated)
    1%, -1.8, -4%, -2%, 33%, ?, -1%, -2%, -11%
(36) CN(CCC#N)C(=O)COC(=O)c1ccc(Cl)c(S(N)(=O)=O)c1
    0%, 0.1, -5%, -14%, -8%, 9%, -7%, 4%, -3%
(37) Cc1cc(C(=O)N2CCOCC2)c(C)o1
    8%, 0.7, -3%, -2%, -7%, 37%[activator], 1%, 0%, -4%
(38) CN1CCN(c2ccc(-c3cccc(NC(=O)COc4ccc(Cl)cc4)c3)nn2)CC1
    ?, 0.1, ., ., 21%, 8%, 8%, ., -3%
(39) CCOC(=O)c1cc(-c2cccs2)nc2onc(C)c12
    -10%, -0.3, 96%[activator], 2%, -1%, 1%, -3%, -1%, -2%
(40) CCC(=O)Nc1nc(C)c(-c2csc(Nc3cccc(O)c3)n2)s1
    ?, -0.5, -9%, ?, -11%, -25%, 9%, -9%, 4%
(41) O=C(O)CCCC(=O)Nc1ccc(Cl)c(Cl)c1
    6%, 0.9, -15%, -2%, 0%, -12%, 9%, -1%, -2%
(42) Cc1nn(CCC(=O)N2CCN(c3ccccc3F)CC2)c(C)c1S(=O)(=O)N1CCCC1
    -15%, -1.0, -13%, -3%, ., 4%, 5%, 1%, -4%[60.1 µM]
(43) Cc1ccc(S(=O)(=O)CCSc2ccc(C(F)(F)F)cn2)cc1
    45%[activator], -0.5, 1%, -25%, 0%, 8%, 20%, -6%, -8%
(44) Cc1cccc(C)c1OCCCn1ccnc1
    40%[activator], 0.9, -8%, 6%, 4%, ?, 4%, 1%, -18%
(45) O=C1S/C(=C\c2ccc(N3CCOCC3)o2)C(=O)N1c1ccccc1
    ?, 63*, -13%, 0%, -3%, ?, 9%, -20%, -23%
(46) O=C(NCc1cccnc1)C1CCCN(S(=O)(=O)c2ccccc2)C1 (configuration not stated)
    4%[57.4 µM], -0.8, -3%, 51%, -16%, -2%, ., -1%, -13%[60.1 µM]
(47) Cc1cc(C)cc(NC(=O)COC(=O)c2n[nH]c3ccccc23)c1
    -9%, 0.6, ?, 3%, -6%, ?, -2%, -9%, -3%

Whole records, quoted from the list.
`Cc1ccc(S(=O)(=O)CCSc2ccc(C(F)(F)F)cn2)cc1` reads 12-LOX inh: 45%[activator]; TRHR ag: -0.5; Apoferritin bind: 1%; Pol beta inh: -25%; APE1 inh: 0%; Pol iota inh: 8%; ERG-DNA inh: 20%; BLM helicase inh: -6%; POLK inh: -8%
`Cc1nn(CCC(=O)N2CCN(c3ccccc3F)CC2)c(C)c1S(=O)(=O)N1CCCC1` reads 12-LOX inh: -15%; TRHR ag: -1.0; Apoferritin bind: -13%; Pol beta inh: -3%; APE1 inh: .; Pol iota inh: 4%; ERG-DNA inh: 5%; BLM helicase inh: 1%; POLK inh: -4%[60.1 µM]
